Screening results (PubChem BioAssay)
PLC-gamma1 inh: PLC-gamma1 (human) inhibition, primary screen; P19174; purified PLC-gamma1, fluorogenic substrate, fluorescence; inhibition, % at 12.2 µM; 370,000 tested, 0.84% active; AID 720700; in the data active = inhibition above about 9.5%
GAA850 FXN act: activators of GAA850 frataxin (FXN) promoter | HEK293 lucGAA850 FXN promoter luciferase reporter, 24 h; percent of 10 µM SAHA response | 360,000 tested, 0.56% active | AID 540364 | activation, % at 6 µM;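 active = activation above the average of all compounds screened plus 3 SD, cutoff fixed separately per campaign, cut at about 7.5% in these data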;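 note: 0% = DMSO wells and 100% = 10 µM SAHA wells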
DAX1 inh-1: NR0B1 (DAX1) inhibition. P51843. HEK293 Gal4-DAX1 luciferase reporter, luminescence. AID 504766. inhibition, % at 6.75 µM. 340,000 tested, 0.99% active;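 active = inhibition above the mean over all tested compounds plus 3 SD, cut at about 4.2% in these data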;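 note: 0% = DAX1-transfected cells with DMSO and 100% = empty-vector control cells with DMSO; inhibition shows as a rise in luminescence from relieved DAX1 repression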
Target sequence (P51843 207-470 limits assumed): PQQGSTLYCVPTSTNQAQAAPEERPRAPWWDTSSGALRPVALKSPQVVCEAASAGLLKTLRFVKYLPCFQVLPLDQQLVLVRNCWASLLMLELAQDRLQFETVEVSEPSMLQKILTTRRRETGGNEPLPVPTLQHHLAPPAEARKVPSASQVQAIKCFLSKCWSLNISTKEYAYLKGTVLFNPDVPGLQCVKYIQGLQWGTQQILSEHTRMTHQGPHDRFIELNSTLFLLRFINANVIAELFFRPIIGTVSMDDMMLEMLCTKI
hcDAF12 agonist: activators of H. contortus DAF-12 nuclear receptor. HEK293 hcDAF-12 lit1-tk-luc reporter, luminescence; 0% DMSO, 100% Δ7-dafachronic acid. activation, % at 6.8 µM. 370,000 tested, 1.4% active;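 active = activation above the mean of all tested compounds plus 3 SD, cut at about 5.5% in these data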;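 note: 100% = response to 3 µM Δ7-dafachronic acid high control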
hgDAF12 agonist: activates the H. glycines DAF-12 receptor ligand-binding domain | AID 687014 | activation, % at 6.8 µM | HEK293 GAL4-hgDAF12 UAS-luciferase reporter, agonist luminescence; normalized to butyrate control | 370,000 tested, 1.8% active;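 active = activation above a cutoff set at the mean of all screened compounds plus 3 SD, cut at about 10% in these data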;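 note: 0% = DMSO wells and 100% = sodium butyrate wells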
PLCb3 inh: inhibitors of human phospholipase C beta3; Purified PLC-beta3, fluorogenic substrate, fluorescence; inhibition, % at 12.2 µM; 370,000 tested, 0.18% active; AID 720704; in the data active = inhibition above about 11%;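 note: 0% = median of compound wells on plate and 100% = full blocker control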
DAX1 inh-2: DAX1 (NR0B1) inhibition, primary screen; HEK293T StAR-luciferase reporter, SF-1/DAX-1 repression relief; inhibition, % at 6.8 µM; 370,000 tested, 1.1% active; AID 652010;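 active = inhibition above the mean over all tested compounds plus 3 SD, cut at about 3.6% in these data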;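 note: 0% = DAX-1 cells with DMSO and 100% = cells lacking DAX-1 with DMSO; higher inhibition means more luminescence from relief of DAX-1 repression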
ADAM10 inh: ADAM10 inhibition, QFRET primary screen; recombinant ADAM10, EDANS/DABCYL FRET peptide cleavage, 3 h; inhibition, % at 7 µM; O14672; 370,000 tested, 0.62% active;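 active = inhibition above a per-campaign cutoff equal to the mean of compounds falling between control-based bounds plus 3 SD, cut at about 20% in these data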;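 note: 0% = DMSO wells while the 100% control is not disclosed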
ssDAF-12 act: activates DAF-12 receptor from parasite S. stercoralis | HEK293 ssDAF-12/GRIP1 lit1-tk-luc reporter, luminescence; % of 3 µM dafachronic acid response | activation, % at 6.8 µM | 370,000 tested, 1% active;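 active = activation above the mean over all tested compounds plus 3 SD, cut at about 0.9% in these data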;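 note: 0% = DMSO-only wells and 100% = 3 µM delta7-dafachronic acid wells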
HGIII-sPLA2 inh: Blocks human group III sPLA2 activity; Q9NZ20; QFRET BODIPY PC-A2 liposome hydrolysis, fluorescence; inhibition, % at 12.2 µM; 370,000 tested, 0.56% active; AID 743126;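 active = inhibition above mean plus 3 SD of compounds lying within the high and low control bounds, cut at about 19% in these data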;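 note: 0% = median of test compound wells and 100% = no enzyme DMSO wells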
ADAM17 inh: inhibitors of human ADAM17. inhibition, % at 6.95 µM. 370,000 tested, 0.83% active. P78536. AID 720648. recombinant ADAM17, EDANS/DABCYL FRET peptide cleavage;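 active = inhibition above the mean of compounds lying between control limits plus 3 SD, set per campaign, cut at about 8.5% in these data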;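 note: 0% = DMSO-only wells as the low control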
Target sequence (P78536 215-824 limits assumed): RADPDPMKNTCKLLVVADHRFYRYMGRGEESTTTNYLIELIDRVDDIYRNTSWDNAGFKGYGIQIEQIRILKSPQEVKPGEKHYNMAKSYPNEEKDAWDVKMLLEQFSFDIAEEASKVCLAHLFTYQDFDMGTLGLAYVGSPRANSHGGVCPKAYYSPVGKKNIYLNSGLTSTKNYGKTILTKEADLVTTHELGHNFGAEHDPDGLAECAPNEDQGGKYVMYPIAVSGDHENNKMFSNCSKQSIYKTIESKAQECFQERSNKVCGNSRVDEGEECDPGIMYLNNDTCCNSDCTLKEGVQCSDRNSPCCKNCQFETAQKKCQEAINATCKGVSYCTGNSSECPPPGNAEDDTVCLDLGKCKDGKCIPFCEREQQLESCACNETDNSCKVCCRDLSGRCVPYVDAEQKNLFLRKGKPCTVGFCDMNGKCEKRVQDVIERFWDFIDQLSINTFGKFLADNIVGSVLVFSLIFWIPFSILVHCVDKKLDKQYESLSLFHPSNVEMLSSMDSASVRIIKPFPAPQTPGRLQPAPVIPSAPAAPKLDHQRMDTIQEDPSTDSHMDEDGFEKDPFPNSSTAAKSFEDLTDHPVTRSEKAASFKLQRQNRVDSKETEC
The depositor's hits bear a star; . = not tested or not shown; & = joins results of further samples.

Values run as follows: PLCb3 inh	ADAM10 inh	hcDAF12 agonist	ADAM17 inh	PLC-gamma1 inh	HGIII-sPLA2 inh	DAX1 inh-1	hgDAF12 agonist	GAA850 FXN act	ssDAF-12 act	DAX1 inh-2
O=C(OCC(=O)c1ccc(Cl)cc1Cl)c1ccc2c(c1)C(=O)N(c1cccc3ncccc13)C2=O
 : -2	-3	2.2	-4	0	5	-2.1	-0.4	-1.8	-1.5	-0.6
CC(C)Oc1ccc(/C(O)=C2/C(=O)C(=O)N(Cc3cccnc3)C2c2ccco2)cc1 (centres undefined)
 : -3	-8	-0.4	-4	-9	-9	-0.2	-2.7	-0.9	-1.6	0.4
O=C(CSc1nnc(-c2cccc(F)c2)o1)Nc1nncs1
 : -19	1	-0.3	-1	-4	1	0.0	3.0	3.2	-1.3	0.3
Cc1cc(C)c2cc(C(=O)N3CCC(C(=O)c4ccc(F)cc4)CC3)[nH]c2c1
 : -25	0	-2.3	0	-17	-25	-1.4	-2.5	-0.4	-1.4	-0.6
CCOC(=O)N1CCC(N(CCN(C)C)C(=S)Nc2ccccc2OCC)CC1
 : -10	4	0.6	-2	-2	1	2.0	-1.1	0.1	-1.6	0.1
C=CCC[C@@H](Cc1ccc(F)cc1)C(=O)O[C@H](CNC(=O)[C@H](CC=C)CC(=O)N(CCO)Cc1ccccc1)c1ccccc1
 : 2	31*	-3.3	13*	2	-46	-0.9	-2.5	-12	-1.5	-0.3
Cc1cc(C)cc(NC(=O)COC(=O)CCn2c(C)csc2=O)c1
 : -4	-7	0.3	-4	-2	-5	-0.1	2.1	0.2	-1.4	-0.8
O=S(=O)(c1cc(F)ccc1F)N1CCC2(CC1)OCCO2
 : -3	-1	-1.9	-1	2	5	0.7	-3.2	-1.6	-1.2	-0.6
Cc1onc(-c2ccccc2)c1C(=O)N1CCCC1
 : -10	6	1.8	0	0	2	1.0	-1.2	0.9	-0.9	1.3
COc1ccc2c(c1)c(N=NC(N)=S)c(O)n2CC(=O)c1ccccc1
 : -2	-5	-1.3	0	1	4	-1.2	-1.4	2.3	-1.3	0.4

Later entries:
Values run as follows: PLCb3 inh	ADAM10 inh	hcDAF12 agonist	ADAM17 inh	PLC-gamma1 inh	HGIII-sPLA2 inh	DAX1 inh-1	hgDAF12 agonist	GAA850 FXN act	ssDAF-12 act	DAX1 inh-2
CCCOc1ccc(-c2nc(C#N)c(N3CCN(CC)CC3)o2)cc1
 : -18	-220	0.1	-80	-15	-1	-0.8	0.0	-1.7	-1.6	-0.9
O=S1(=O)c2c(cccc2N2CCC[C@H]2CO)O[C@@H]2CCN1C2
 : 0	0	-0.9	-2	-4	0	.	-1.9	.	-0.8	0.3
O=C1C=CC(=O)N1c1ccc2c(c1)Cc1cc(F)ccc1-2
 : -16	-35	0.2	-12	-2	13	-1.2	1.9	-0.6	-1.2	-1.3
Cc1nnc(SC(C(=O)Nc2cc(Cl)cc(Cl)c2)c2ccccc2)[nH]c1=O (centres undefined)
 : -17	7	-1.1	-3	0	-30	1.6	0.7	-2.4	-1.1	0.4
Clc1ccc([C@H]2OC[C@@]3(CNCc4ccccn4)CS[C@H](c4ccc(Cl)cc4)N23)cc1
 : 5	0	1.4	2	0	1	.	1.4	.	-0.7	0.9
Cc1ccc(S(=O)(=O)N2CCOCC2)cc1C(=O)OCC(=O)N1CCc2ccccc2C1
 : 0	-1	-1.7	-1	-1	-6	-1.1	-0.3	0.2	-1.3	-0.3
O=[N+]([O-])c1cc(CN2CCC(O)CC2)ccc1Cl
 : 0	3	0.3	-1	6	3	-0.8	-0.4	2.1	-1.7	0.1
O=C(O)C1C2CCC(CC2)C1C(=O)N1CCN(Cc2ccc(F)cc2)CC1 (centres undefined)
 : -6	6	-0.4	-2	0	10	0.3	1.6	3.7	-0.2	0.2
COc1cccc(/C=C2/NC(=O)NC2=O)c1OCC(=O)Nc1ccccc1
 : -12	2	-1.6	-4	-3	1	0.4	9.5	2.3	-1.3	0.1
C=CCNC(=O)c1ccccc1NC(=O)C1CC(=O)N(C(C)C)C1 (centres undefined)
 : -5	8	-0.1	2	2	-1	1.8	0.6	1.4	-0.1	0.0

Following part:
Values run as follows: PLCb3 inh	ADAM10 inh	hcDAF12 agonist	ADAM17 inh	PLC-gamma1 inh	HGIII-sPLA2 inh	DAX1 inh-1	hgDAF12 agonist	GAA850 FXN act	ssDAF-12 act	DAX1 inh-2
O=C(Nc1ncc([N+](=O)[O-])s1)c1ccc2c(c1)OCO2
 : -10	0	-0.1	-2	-1	5	-4.7	-0.2	-7.5	-0.6	0.3
CCC(=O)N1CCc2cc(S(=O)(=O)CCC(=O)Nc3c(C)n(C)n(-c4ccccc4)c3=O)ccc21
 : -2	-4	-0.6	-4	-1	0	.	0.8	.	-1.2	0.1
Cc1cc(C)nc(N(C#N)S(=O)(=O)c2ccccc2Cl)n1
 : -2	-3	2.4	-3	1	-2	1.9	0.1	0.1	-0.3	0.6
O=C(CN1CCCCC1)NC(=O)NC1CCCCC1
 : -5	-17	0.6	-1	-2	19	0.1	-1.0	4.8	-1.1	0.6
COc1ccc(CNC(=O)CCC(=O)c2ccc(F)cc2)cc1OC
 : 2	1	-1.4	-2	-1	-8	0.7	1.7	1.4	-1.5	0.7
CC(=O)Nc1ccccc1C(=O)N1CC(C)OC(C)C1 (centres undefined)
 : 5	-1	-1.5	1	2	-4	-0.2	-0.1	2.8	-1.2	0.2
COCCCNC(=O)CC1C[C@H](C(=O)N(C(C)C)C(C)C)[C@@]2(C)c3[nH]c4ccc(OC)cc4c3CCN2C1=O (some centres undefined)
 : 1	5	0.0	0	1	0	-0.6	-1.9	-1.8	-1.2	-0.4
COc1cc(S(=O)(=O)Nc2cccnc2)ccc1Cl
 : 1	5	1.1	3	0	-5	2.4	-0.2	0.2	-1.4	0.3
CC(=O)N/C(=C\c1ccccc1)C(=O)OCC(=O)NC(C)C12CC3CC(CC(C3)C1)C2 (centres undefined)
 : 3	-8	-3.2	-2	2	11	-0.9	1.9	13*	-1.2	1.1
O=[N+]([O-])c1ccc(/C=N/Nc2ccc3ccccc3c2)o1
 : -21	6	6.4*	3	-14	15	1.5	4.3	4.4	-0.1	-1.5

Carrying on:
Values run as follows: PLCb3 inh	ADAM10 inh	hcDAF12 agonist	ADAM17 inh	PLC-gamma1 inh	HGIII-sPLA2 inh	DAX1 inh-1	hgDAF12 agonist	GAA850 FXN act	ssDAF-12 act	DAX1 inh-2
Fc1ccc(OCCOCCN2CCCC2)cc1
 : -2	7	-0.2	0	6	-2	2.2	-0.3	1.3	-1.8	0.6
O=C(N/N=C/C(Cl)=C\c1ccccc1)c1cnccn1
 : -13	2	0.5	3	-6	1	0.2	3.9	2.8	-0.6	0.0
Cc1ccc(S(=O)(=O)N2CC3(C)CN(S(=O)(=O)c4ccc(C)cc4)CC(C)(C2)C3)cc1
 : 2	-7	1.6	-2	2	9	-0.5	3.3	-2.5	-1.6	0.5
CC(=O)Nc1ccc(S(=O)(=O)NCC2CCC(C(=O)NC(C)c3ccccc3)CC2)cc1 (centres undefined)
 : 2	1	-1.3	0	2	-7	-1.2	0.5	0.9	-0.7	0.2
CCN=C1Cn2c(nc3scc(-c4ccccc4)c3c2=O)CN1CC
 : -318	-190	-0.6	-40	-263	-13	-1.4	2.4	-1.8	-1.2	-0.8
O=S(=O)(c1cnc(Cl)c(Br)c1)N1CCN(c2ncccn2)CC1
 : -14	1	1.1	-6	1	3	0.1	-1.9	0.3	-2.0	-0.1
COc1cccc(CN(C)CC2CCCN(CCc3ccccc3C)C2)c1 (centres undefined)
 : -16	-9	1.7	0	1	-10	0.1	3.2	-0.2	-1.1	0.9
O=C(NC(=S)NCc1ccc(Cl)cc1)c1ccco1
 : -1	3	-0.1	0	3	0	1.8	5.3	-0.2	-1.1	-0.9
Nc1ncnc2c1ncn2[C@@H]1O[C@H](C(=O)NCCc2ccc(F)cc2)[C@@H](O)[C@H]1O
 : 4	4	-1.6	0	5	5	.	-0.6	.	0.2	0.6
O=C(NCc1ccccc1)C(c1ccco1)N(C(=O)c1ccccn1)c1ccc(F)cc1 (centres undefined)
 : -1	-1	0.2	-3	-1	-2	-0.1	-1.0	2.2	-0.2	0.2

Following part.
Values run as follows: PLCb3 inh	ADAM10 inh	hcDAF12 agonist	ADAM17 inh	PLC-gamma1 inh	HGIII-sPLA2 inh	DAX1 inh-1	hgDAF12 agonist	GAA850 FXN act	ssDAF-12 act	DAX1 inh-2
COc1ccc(-n2nc(C)c3sc(C)nc3c2=O)cc1
 : -12	-4	-0.8	-1	-6	0	-1.3	1.7	2.3	-2.2	-0.1
O=[N+]([O-])c1ccccc1CN1CCN(Cc2ccc3ccccc3c2)CC1
 : -3	-2	-0.5	-4	0	1	0.3	0.2	0.9	-0.7	-0.5
N#CCC[C@@H]1CC[C@]2(CCCN(Cc3ccc(Br)cc3)C2)O1
 : 3	-6	2.2	-7	9.5*	22*	.	-1.6	.	-0.4	-0.5
Cc1ccc(C(=O)N/C(=C\c2ccco2)C(=O)NCCCN2CCOCC2)cc1C
 : -11	-7	1.9	-4	-6	3	-0.8	-1.1	1.4	-1.1	0.1
OC(CN1CCOCC1)C12CC3CC(CC(C3)C1)C2 (centres undefined)
 : 1	4	-2.1	-2	-1	1	-0.7	-0.8	-3.1	-1.8	0.1
COc1ccc(C(C(=O)NC2CCCC2)N(C(=O)c2ccoc2C)c2ccc(C)c(C)c2)cc1 (centres undefined)
 : 0	-1	-0.4	-1	-1	-7	1.0	0.2	0.1	-0.9	-0.2
O=C(CSc1nnc(Cc2ccccc2)o1)Nc1ccc2c(c1)OCO2
 : 5	16	-1.7	7	6	-9	0.2	1.6	0.6	-1.5	0.6
COc1ccc(N2CCN(C(=O)c3cccc(S(=O)(=O)N4CCCc5ccccc54)c3)CC2)cc1
 : -8	-1	-1.0	-1	2	3	-0.2	1.6	-0.5	-0.3	-1.7
S=C(NCC1CCCO1)Nc1ccc(Cl)c(Cl)c1 (centres undefined)
 : 2	5	3.0	-2	1	2	0.5	3.5	2.9	-1.2	0.0
CCOc1ccc(OCCCC(=O)N2CCN(S(=O)(=O)c3ccccc3C#N)CC2)cc1
 : -3	1	-1.4	-3	0	0	-0.4	-0.5	1.0	-0.8	-1.9
CC(=O)OCC(=O)Nc1ccccc1C
 : 2	7	-0.4	6	7	11	1.1	6.6	0.0	-0.8	-0.4
c1ccc2c(c1)cnc1ccccc12
 : -26&-4	7&-10	-0.3&-2.4	2&-5	4&-2	6&11	0.2	-1.2&1.7	1.2&2.0	-1.1&-1.4	-0.2&0.3
Cc1ccc(Cl)cc1NC(=S)NN
 : -9	-9	1.5	-4	-1	5	.	1.9	-4.0	0.9*	0.4
